Compound activity from PubChem.
EPAC1 agonist = EPAC1 (human) agonism. O95398. EPAC1 agonist qHTS, biochemical assay; response scale: 100% = response to 6.5 mM cAMP. Potency, µM (series often up to 154 µM), without a hit: at the top dose activation, usual class: activators. actives 0.073% (n = 360,000). AID 720707; further: nearly all actives have a fitted effect of over 60% in size
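Multi-concentration qHTS readout: loss of Rap1B-bound BODIPY-GDP fluorescence driven by 100 nM EPAC1 with excess GDP (50 uM), monitored kinetically at room temperature; agonist response expressed relative to 6.5 mM cAMP.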
aSyn rescue = alpha-synuclein toxicity inhibition in yeast | Yeast expressing alpha-synuclein, growth rescue, BacTiter-Glo, 24 h | Potency, µM (titrated, usually from 46.1 µM), for inactives: top-dose growth rescue (activation), actives largely listed as activators | actives 0.14% (n = 370,000); further: % of control where 0% means no effect; nearly all actives have a fitted effect of over 65% in size
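Screening used galactose-induced yeast with toxic alpha-synuclein levels, exposed to compound for 24 hr at 30 deg C. Cell growth, read with BacTiter-Glo luminescence, gave the measured signal.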
EPAC1 antagonist = blocks human EPAC1 exchange factor | O95398 | actives 0.14% (n = 360,000) | EPAC1 GEF assay, Rap1b-BODIPY-GDP exchange fluorescence | Potency, µM (series often up to 115 µM), inactives show at the highest dose activity change, negative = inhibition, actives largely listed as inhibitors;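 further: plate controls were vehicle for no effect and positive control for full effect; nearly all actives have a fitted effect of over 50% in size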
EPAC2 ag = agonists of human EPAC2 (RAPGEF4) | actives 0.079% (n = 360,000) | EPAC2 activation, biochemical qHTS; response scale: 100% = 6.5 mM cAMP response | Potency, µM (top dose mostly 154 µM), without a hit: at the top dose activation, usual class: activators; further: nearly all actives have a fitted effect of over 50% in size
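Guanine nucleotide exchange by EPAC2 is measured as reduced fluorescence of BODIPY-GDP once it is released from 250 nM Rap1B. Plates are read kinetically for 30 min at room temperature; results are scaled to 6.5 mM cAMP.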
TDP-43 yeast inh = TDP-43 toxicity inhibition in yeast. TDP-43 expressing yeast growth rescue, BacTiter-Glo, 24 h. Potency, µM (doses to about 46.1 µM), for inactives: top-dose growth rescue (activation), most hits filed as activators. actives 1.8% (n = 410,000); further: % of control where 0% means no effect; nearly all actives have a fitted effect of over 50% in size
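Readout is BacTiter-Glo luminescence of cell growth, so inhibitors register as activators. TDP-43-expressing yeast at OD600=0.02 in galactose medium, after raffinose pregrowth to mid-log, were incubated with compound for 24 hr at 30 deg C.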
FUS yeast rescue = rescues growth of FUS-expressing yeast; S. cerevisiae FUS-expressing, growth rescue, OD600, 24 h; Potency, µM (top dose mostly 76.6 µM), without a hit: at the top dose growth rescue (activation), actives largely listed as activators; actives 0.24% (n = 390,000);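 further: plate controls were DMSO vehicle for no effect and reference control for full effect; nearly all actives have a fitted effect of over 55% in size; some results filed as inactive show a strong effect at the top dose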
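Compound concentration series was pinned onto galactose-induced FUS-expressing yeast seeded at OD 0.005. Plates sat 24hr at 30C; absorbance at 600 nm gave growth. DMSO served as background control.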
EPAC2 antag = blocks human EPAC2 exchange factor. Potency, µM (titrated, usually from 114 µM), for inactives: top-dose activity, negative = inhibition, hits mostly inhibitors. EPAC2 GEF exchange of Rap1B-BODIPY-GDP, fluorescence. actives 0.18% (n = 360,000). AID 720708. Q8WZA2; further: on the % scale 0 is the no-effect control and ±100 the full control effect; nearly all actives have a fitted effect of over 45% in size; many of its hits are not listed in these tables
PTHR1 agonist = activates the human parathyroid hormone receptor PTHR1 | AID 743266 | actives 0.075% (n = 410,000) | HEK293 GP2 PTHR1 cells, GloSensor cAMP luminescence, 1 h | Potency, µM (doses to about 115 µM), for inactives: top-dose activation, most hits filed as activators; further: nearly all actives have a fitted effect of over 55% in size; some results filed as inactive show a strong effect at the top dose; inactives centre near -15; many of its hits are not listed in these tables
Target sequence (Q03431 whole entry, looked up): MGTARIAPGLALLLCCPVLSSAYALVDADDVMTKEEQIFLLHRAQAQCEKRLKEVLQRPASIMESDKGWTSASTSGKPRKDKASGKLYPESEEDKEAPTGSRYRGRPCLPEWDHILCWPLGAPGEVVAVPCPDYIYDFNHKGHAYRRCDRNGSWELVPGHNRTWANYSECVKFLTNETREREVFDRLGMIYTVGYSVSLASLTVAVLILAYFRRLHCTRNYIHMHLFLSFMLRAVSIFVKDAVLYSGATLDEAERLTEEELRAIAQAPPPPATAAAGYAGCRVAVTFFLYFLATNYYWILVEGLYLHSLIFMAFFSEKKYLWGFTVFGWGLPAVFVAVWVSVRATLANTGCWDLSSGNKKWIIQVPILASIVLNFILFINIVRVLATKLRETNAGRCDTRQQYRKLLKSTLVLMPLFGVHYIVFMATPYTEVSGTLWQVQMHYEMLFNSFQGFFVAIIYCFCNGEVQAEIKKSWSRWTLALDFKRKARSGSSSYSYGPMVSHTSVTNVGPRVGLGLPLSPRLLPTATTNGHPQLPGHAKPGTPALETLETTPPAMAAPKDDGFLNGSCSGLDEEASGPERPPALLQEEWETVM
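HEK-293-derived GP2 cells expressing PTHR1 and a GloSensor cAMP reporter, 3,000/well, plated overnight, given luciferin plus IBMX (each 0.5 mM as added) for 1 h at 37 °C, then compound for 1 h at 37 °C. Luminescence was read after 15 min at room temperature.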
An asterisk follows results filed as active; i = inactive; u = inconclusive; x = no result given; & = joins results of further samples; [ ] = remark or other dose. The call rests on the fitted dose curve; in most records, active means well fitted curve in the direction sought with a large enough effect; inconclusive means small, poorly fitted or top-dose-only effect, or another doubt; inactive means no such curve, though single readings can be large; an effect the other way counts as inactive or inconclusive. Potency means the concentration at half of the fitted maximal effect. An excerpt; rates above refer to the full screens.

| SMILES | EPAC1 agonist | aSyn rescue | EPAC1 antagonist | EPAC2 ag | TDP-43 yeast inh | FUS yeast rescue | EPAC2 antag | PTHR1 agonist |
| --- | --- | --- | --- | --- | --- | --- | --- | --- |
| COc1ccc(C(C)(O)c2nc(-c3ccc4ccccc4c3)cs2)cc1 (centres undefined) | 4.3% | 18.2% | 3.5% | 3.5% | u | 25.8% | 1.9% | -18.7% |
| CN(C)CCOC(=O)c1cccc(Br)c1 | 1.0% | 6.5% | 15.3% | -1.5% | 11.0% | -33.7% | 11.5% | i |
| COc1ccc(C(=O)CC(=O)C(=O)Nc2cc(Cl)c(OC)cc2OC)cc1 | 5.2% | 4.8% | -0.5% | -1.2% | -4.7% | 9.1% | 0.5% | -3.3% |
| O=[N+]([O-])c1ccc(C(O)CSC(=S)N2CCCCC2)cc1 (centres undefined) | 7.0% | 9.9% | -14.1% | 9.6% | 13.5% | -0.4% | -2.0% | -4.3% |
| O=C(c1ccccc1)n1c(=O)c(F)cn(COCCBr)c1=O | 11.9% | 3.7% | -4.0% | 3.3% | 12.1% | 3.8% | -8.0% | i |
| Cc1ccc(C(O)c2ncc(-c3cccc(F)c3)[nH]2)cc1 (centres undefined) | -7.6% | 2.3% | 0.6% | 6.7% | 15.5% | -19.9% | -4.2% | -44.0%[inhibitor] |
| Cc1nnc(SCC(=O)N2c3ccccc3CC2C)s1 (centres undefined) | -1.4% | -2.1% | 12.8% | -7.3% | -1.5% | -11.6% | 15.0% | i |
| Cc1cc(-c2ccco2)n2c(nc3ccccc32)c1C#N | -13.7% | 4.3% | -4.0% | 4.2% | 12.2% | -3.3% | 29.8% | -8.5% |
| O=[N+]([O-])c1cccc(S(=O)(=O)N2CCN(S(=O)(=O)N3CCOCC3)CC2)c1 | 10.2% | 0.2% | 1.5% | 13.3% | 0.7% | 9.2% | 9.8% | -52.4%[inhibitor] |
| Cc1[nH]oc(=O)c1N=Nc1c(Cl)cccc1Cl | 7.6% | -67.3%[inhibitor] | -14.5% | -7.6% | -84.8%[inhibitor] | -12.8% | -3.3% | -15.1% |
| Cc1ccc2ccc3cc(C(=O)N4CCN(c5ccccc5F)CC4)nc3c2[nH]1 | x | 3.1% | x | x | u | -0.6% | x | -20.4% |
| Nc1nc2ccccc2n1/N=C/c1cccnc1 | -0.1% | -0.5% | -1.2% | 2.1% | 10.6% | -2.6% | 10.8% | i |
| COc1ccccc1C(=O)Nc1nnc(-c2ccc3c(c2)CCCC3)o1 | -2.5% | u | -2.4% | 4.7% | 17.8µM* | u | -15.0% | -28.0% |
| Cc1ccc(S(=O)(=O)N2CCN(C(=O)c3ccc(-n4cncn4)c([N+](=O)[O-])c3)CC2)cc1 | 3.5% | -2.3% | -2.7% | 5.7% | 3.5% | 17.4% | -13.7% | -21.1% |
| CCCNC(=O)C1(C)CCN(C(=O)c2ccccc2OC)C1 (centres undefined) | -12.8% | -5.7% | 10.5% | 3.4% | 10.9% | -19.4% | -1.6% | -21.0% |
| Cc1oc(-c2ccccc2)cc1C(=O)Nc1cccc(/C=C/C(=O)O)c1 | 2.2% | 9.5% | -9.4% | 13.9% | -12.7% | 52.0% | -11.2% | i |
| O=C(NC1CCCCC1)C1CCCN(S(=O)(=O)c2ccc(Br)s2)C1 (centres undefined) | 10.0% | -8.6% | -15.8% | 4.4% | -4.7% | -5.4% | 3.2% | -18.4% |
| O=C(NC1CSCC1OC(=O)c1ccccc1)c1ccccc1 (centres undefined) | 9.8% | 1.1% | -6.1% | 8.6% | 3.7% | 6.8% | -14.6% | -4.6% |
| Cc1ccc([C@H]2C[C@@H](n3cc(-c4ccc(F)cc4)nn3)[C@H](O)CN2C(=O)c2cccs2)cc1 | -3.2% | 1.3% | 5.8% | 10.9% | 12.2% | 41.7% | 6.1% | i |
| Nc1nc(SCC(=O)NCCOCCO)nc2sc3c(c12)CCCC3 | -4.0% | -3.8% | -18.8% | 5.0% | 6.5% | 17.8% | 8.5% | -28.5% |
| O=C(CN1CCC(Cc2ccccc2)CC1)NC(=O)NCc1ccco1 | 2.8% | 11.3% | -7.6% | 5.0% | -10.5% | 17.1% | -23.9% | u |
| CCC(=O)NC1CCN(C(=S)NC)CC1 | -7.9% | 2.2% | 0.1% | -3.0% | -18.5% | 1.2% | 7.2% | -15.0% |
| CC(NS(=O)(=O)c1cc2c3c(c1)CCN3C(=O)CC2)c1ccccc1 (centres undefined) | 7.9% | 0.5% | 3.7% | 12.1% | 0.6% | -34.9% | 1.5% | i |
| COc1ccccc1CNC(=O)CCCn1nc(C)n2ccnc2c1=O | 2.6% | 0.7% | u | 5.0% | 16.6% | -23.8% | -3.1% | -13.9% |
| N#Cc1nc(Cc2cccc3ccccc23)oc1NCCCN1CCOCC1 | 5.9% | -6.9% | -19.6% | 13.8% | -16.9% | 19.3% | -8.2% | 10.3%[57.5 µM] |
| O=C(/C=C/c1ccc(Cl)cc1)NCc1ccco1 | -16.5% | -3.9% | 16.7% | 8.9% | -25.9% | -7.5% | 26.6% | -87.8%[inhibitor] |
| COc1ccc(-n2nc(N)c3c(=O)oc(N(C)C)nc32)cc1 | 20.1% | -9.9% | 1.7% | 4.0% | 19.0% | 8.1% | -6.4% | i |
| CCOc1ccc(NC(=O)CC2C(=O)N(C)C(=S)N2CCCc2ccccc2)cc1 (centres undefined) | 1.2% | 3.1% | -12.0% | 8.7% | 6.6% | x | -2.6% | i |
| CC1CCC(NC(=O)Nc2cccs2)CC1 (centres undefined) | 2.8% | -2.8% | -7.9% | 7.5% | 3.8% | 45.6% | 8.2% | -8.1% |
| CN(C)S(=O)(=O)N1CCC(CO)(CCc2ccccc2)CC1 | -10.6% | -0.7% | 19.6% | 1.1% | -12.8% | 10.2% | 10.5% | -22.4% |

Next section.
Below each SMILES: EPAC1 agonist | aSyn rescue | EPAC1 antagonist | EPAC2 ag | TDP-43 yeast inh | FUS yeast rescue | EPAC2 antag | PTHR1 agonist
O=C(c1cc(F)c(F)cc1Cl)N1CCCc2ccccc21
→ -6.9% | 1.9% | -12.9% | 3.0% | 3.9% | -2.9% | -17.1% | i
COc1ccccc1NC(=O)CN(C)S(=O)(=O)c1ccc(F)cc1
→ -3.6% | 1.6% | -7.7% | -1.3% | 0.0% | -2.8% | -0.1% | i
CN(C)c1ccc(/C=N/NC(=O)CNC(=O)/C=C/c2ccccc2)cc1
→ 10.7% | -1.3% | -11.6% | 5.5% | 8.4% | -2.2% | -0.4% | -13.6%
COc1ccc(-c2c(-c3cc(OC)cc(OC)c3)n(C)c3ccc(-c4cnc(N)nc4)cc23)cc1
→ -7.9% | -8.0% | 18.4% | -0.4% | 0.0% | -8.2% | 11.3% | -0.6%
C(=N\n1cnnc1)/c1ccc2ncccc2c1
→ -10.4% | u | -21.4% | 0.6% | 8.9% | x | -2.8% | i
NS(=O)(=O)c1cc2c(cc1Cl)NC(C1CC3C=CC1C3)NS2(=O)=O (centres undefined)
→ -7.4% | 3.9%&0.5% | 2.9% | -9.2% | 32.7% | -38.7% | 11.5% | -12.0%
COc1ccc(NC(=O)Nc2c(O)ccc3ccccc23)cc1
→ 5.2% | 1.2% | -21.6% | 10.5% | 4.1% | -1.1% | 5.3% | i
Cc1cc(C(=O)COC(=O)c2ccc[nH]c2=O)c(C)n1C1CC1
→ -1.8% | 4.7% | 8.5% | 0.5% | -9.9% | 14.6% | 3.8% | i
CC(C)(C)N1C(=O)c2ccc(C(=O)Nc3cc(C(=O)O)cc(C(=O)O)c3)cc2C1=O
→ 4.5% | 2.8% | -2.1% | 0.9% | 26.0% | -10.3% | 2.6% | i
O=C(Cc1ccccc1)NC(NCCc1ccccc1)C(Cl)(Cl)Cl (centres undefined)
→ 8.3% | -2.8% | -1.5% | 11.1% | -3.2% | 2.3% | -5.6% | i

Compounds shown so far that contain a nitro group on carbon:
Below each SMILES: EPAC1 agonist | aSyn rescue | EPAC1 antagonist | EPAC2 ag | TDP-43 yeast inh | FUS yeast rescue | EPAC2 antag | PTHR1 agonist
O=[N+]([O-])c1ccc(C(O)CSC(=S)N2CCCCC2)cc1 (centres undefined)
→ 7.0% | 9.9% | -14.1% | 9.6% | 13.5% | -0.4% | -2.0% | -4.3%
O=[N+]([O-])c1cccc(S(=O)(=O)N2CCN(S(=O)(=O)N3CCOCC3)CC2)c1
→ 10.2% | 0.2% | 1.5% | 13.3% | 0.7% | 9.2% | 9.8% | -52.4%[inhibitor]
Cc1ccc(S(=O)(=O)N2CCN(C(=O)c3ccc(-n4cncn4)c([N+](=O)[O-])c3)CC2)cc1
→ 3.5% | -2.3% | -2.7% | 5.7% | 3.5% | 17.4% | -13.7% | -21.1%

(cont.)
Below each SMILES: EPAC1 agonist | aSyn rescue | EPAC1 antagonist | EPAC2 ag | TDP-43 yeast inh | FUS yeast rescue | EPAC2 antag | PTHR1 agonist
CC(C)Cn1cc(C(=O)N2CCC(C)CC2)c2c3ccccc3n(C)c2c1=O
→ 4.6% | 9.3% | -7.9% | -3.7% | u | 35.3% | -23.8% | i
COc1ccccc1C(=O)NCCC(=O)N1CCN(c2ccccc2Cl)CC1
→ 5.8% | 2.0% | 6.5% | -1.4% | u | 8.6% | -6.4% | i
CN(C(=O)/C=C/c1ccc([N+](=O)[O-])s1)c1ccccc1
→ 5.6% | -0.8% | -26.8% | 10.4% | 20.5% | -6.6% | -9.6% | -29.2%
COc1ccc(S(=O)(=O)N/N=C(/C)c2ccncc2)cc1OC
→ 14.4% | -2.5% | 1.3% | 3.5% | -2.5% | -2.0% | 0.7% | -0.7%
CCOC(=O)c1cccc(NC(=O)Cn2cc3c(n2)CCC(C)C3)c1 (centres undefined)
→ -0.1% | 7.7% | u | 4.8% | 2.7% | 11.4% | -17.6% | -32.8%
CC(C(=O)N(C)Cc1ccccc1)N1CCN(C/C=C/c2ccccc2)CC1 (centres undefined)
→ 12.5% | -5.7% | -16.1% | 9.1% | -4.8% | 21.8% | -10.1% | -8.4%
Cc1cc(NC(=O)CC(C)C)c(=O)n(Cc2cccc(F)c2)c1
→ -8.1% | 1.9% | -15.1% | 3.0% | -2.5% | 0.0% | 8.2% | i
CN(C(=O)c1cccc(OC2CCN(S(=O)(=O)N(C)C)CC2)c1)C1CCOC1 (centres undefined)
→ -1.6% | -0.1% | -21.3% | 3.1% | 5.0% | 30.4% | -10.6% | i
CCOC(=O)CN(C(=O)COc1nc(C)cc(C)c1C#N)c1cccc(Cl)c1
→ -5.9% | 1.5% | 1.9% | 1.3% | -19.3% | -2.7% | -5.2% | -16.2%
